Screens from PubChem.
KKLEB cytotox – reduces viability of KKLEB cystic fibrosis airway cells | KKLEB CF airway cells viability, ATPlite luminescence, overnight; active compounds read low; cells stimulated with P. aeruginosa culture filtrate | activity change (cytotoxicity), % at 5 µM | actives 0.36% (n = 360,000);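 active = corrected activity change at or below -50% at 5 µM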
LMP1 NFkB inh – reduces LMP1-driven NF-kappaB luciferase signal; LMP1-induced NF-kappaB luciferase reporter cells, luminescence; inhibition, % at 12.5 µM; actives 0.69% (n = 350,000); in the data active = inhibition above about 41%;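 note: 0% = neutral control wells and 100% = reference inhibitor control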
TWEAK Fn14 block – TWEAK-Fn14 signaling inhibition. actives 2% (n = 360,000). TWEAK-stimulated Fn14 reporter cells, luciferase luminescence, 8 h. inhibition, % at 10 µM; in the data active = inhibition above about 50%
TROY signal inh – TROY signaling inhibition | actives 0.98% (n = 360,000) | AID 1347056 | inhibition, % at 10 µM | Q293 LMP1-TROYcd NF-kB luciferase reporter, 4 h;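 active = compounds whose plate-normalised and pattern-corrected inhibition of the luciferase reporter signal at the single screening dose is 50% or more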
LRH-1 inv ag – suppresses constitutive activity of human LRH-1. HEK293T StAR-luciferase reporter, LRH-1 transfected, 24 h. O00482. AID 602396. actives 0.13% (n = 360,000). inhibition, % at 3.6 µM;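 active = inhibition above the mean inhibition of all tested compounds plus 3 SD, cut at about 73% in these data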;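 note: 0% = DMSO wells and 100% = reporter-only cells lacking LRH-1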
SRC1 inh – inhibitors of human steroid receptor coactivator 1 (SRC1) | Q15788 | HEK293 GAL4-SRC1 luciferase reporter, luminescence | inhibition, % at 3.6 µM | actives 0.12% (n = 360,000);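 active = inhibition above the campaign mean plus 3 SD, with each screening campaign given its own cutoff, cut at about 60% in these data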;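 note: 0% = DMSO treated cells and 100% = gossypol at 36 µM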
C8 TRAIL sens – sensitizes caspase-8 expressing cells to TRAIL; inhibition (viability loss, TRAIL sensitization), % at 10 µM; NB7+C8 cells + TRAIL, ATPlite viability luminescence; AID 624354; actives 1% (n = 360,000);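 active = compounds causing at least 50% loss of cell viability in the single-dose screen, relative to plate controls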
NCOA3 inh – inhibitors of human steroid receptor coactivator 3 (SRC3) | HEK293 GAL4-SRC3 luciferase reporter, luminescence | Q9Y6Q9 | actives 0.17% (n = 360,000) | inhibition, % at 3.6 µM;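 active = inhibition above a per-campaign cutoff, the mean of all compounds plus 3 SD, cut at about 60% in these data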;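 note: 0% = DMSO-treated cells and 100% = gossypol-treated cells at 36 µM; higher means less SRC3-driven luciferase light from the GAL4 reporter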
CF NFkB block – cystic fibrosis NF-kB activation inhibition. actives 0.86% (n = 360,000). inhibition, % at 5 µM. KKLEB NF-kB-GFP reporter, PAF-induced, GFP fluorescence overnight;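 active = at least 50% inhibition at 5 µM, scaled per plate between neutral and stimulator controls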;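 note: PAF is a Pseudomonas aeruginosa culture filtrate used as stimulus; plate controls were PAF-stimulated DMSO wells for no effect and unstimulated DMSO wells for full effect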
NCOA2 inhibitor – inhibits human steroid receptor coactivator 2 | Q15596 | HEK293 GAL4-SRC2 luciferase reporter, luminescence | inhibition, % at 9 µM | actives 0.17% (n = 370,000);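 active = inhibition above the mean inhibition of all tested compounds plus 3 SD, set per campaign, cut at about 52% in these data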;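 note: 0% = DMSO treated cells and 100% = cells given Gossypol at 36 µM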
Target sequence (Q15596 whole entry, looked up, the tested form may be a part): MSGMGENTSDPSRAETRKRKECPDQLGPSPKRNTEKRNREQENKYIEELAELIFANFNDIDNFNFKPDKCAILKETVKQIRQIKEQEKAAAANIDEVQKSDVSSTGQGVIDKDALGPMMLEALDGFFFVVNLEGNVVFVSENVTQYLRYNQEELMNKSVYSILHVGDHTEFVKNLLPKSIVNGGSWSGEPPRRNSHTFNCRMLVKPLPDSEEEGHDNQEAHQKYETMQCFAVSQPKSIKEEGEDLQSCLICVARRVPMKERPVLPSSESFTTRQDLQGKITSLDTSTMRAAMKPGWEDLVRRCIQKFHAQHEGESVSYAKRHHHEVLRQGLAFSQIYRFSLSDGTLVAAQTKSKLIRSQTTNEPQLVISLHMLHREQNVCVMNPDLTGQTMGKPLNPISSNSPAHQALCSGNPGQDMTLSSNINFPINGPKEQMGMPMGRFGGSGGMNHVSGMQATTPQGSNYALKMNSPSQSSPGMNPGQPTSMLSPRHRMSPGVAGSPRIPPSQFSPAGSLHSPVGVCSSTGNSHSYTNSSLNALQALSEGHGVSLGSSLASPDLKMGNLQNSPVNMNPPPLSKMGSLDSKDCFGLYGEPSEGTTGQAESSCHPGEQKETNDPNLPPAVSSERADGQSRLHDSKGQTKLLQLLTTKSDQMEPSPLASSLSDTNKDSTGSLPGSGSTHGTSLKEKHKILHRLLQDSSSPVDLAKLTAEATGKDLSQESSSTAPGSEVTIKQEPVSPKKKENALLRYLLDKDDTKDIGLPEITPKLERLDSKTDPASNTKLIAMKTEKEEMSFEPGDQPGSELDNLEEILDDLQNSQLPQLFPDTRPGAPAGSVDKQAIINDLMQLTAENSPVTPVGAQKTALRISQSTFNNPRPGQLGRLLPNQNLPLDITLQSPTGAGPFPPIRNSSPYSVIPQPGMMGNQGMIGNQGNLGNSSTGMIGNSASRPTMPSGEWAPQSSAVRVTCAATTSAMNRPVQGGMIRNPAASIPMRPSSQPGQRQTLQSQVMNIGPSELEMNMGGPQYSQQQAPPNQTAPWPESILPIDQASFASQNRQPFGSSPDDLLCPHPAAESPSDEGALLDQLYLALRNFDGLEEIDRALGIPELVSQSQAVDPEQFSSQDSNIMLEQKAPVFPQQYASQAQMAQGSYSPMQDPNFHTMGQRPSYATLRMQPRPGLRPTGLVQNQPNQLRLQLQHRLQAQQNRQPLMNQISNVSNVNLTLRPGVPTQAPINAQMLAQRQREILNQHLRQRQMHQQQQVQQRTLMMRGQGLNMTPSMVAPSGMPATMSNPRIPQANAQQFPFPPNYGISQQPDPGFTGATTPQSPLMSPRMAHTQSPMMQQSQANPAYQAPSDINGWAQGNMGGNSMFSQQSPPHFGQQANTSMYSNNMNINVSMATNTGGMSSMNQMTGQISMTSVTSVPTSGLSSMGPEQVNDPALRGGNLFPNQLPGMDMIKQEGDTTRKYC
NR2F2 inh – blocks human COUP-TFII nuclear receptor; P24468; HEK293T NGFI-A luciferase reporter, luminescence; inhibition, % at 8.6 µM; actives 0.7% (n = 370,000); AID 686940;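 active = inhibition above a per-plate cutoff, mean inhibition of test wells between control levels plus 3 SD, cut at about 38% in these data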;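 note: cells cotransfected with COUP-TFII expression vector driving the NGFI-A reporter; 0% = median of COUP-TF2 test wells and 100% = reporter-only cells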
Active calls of the source: *; . = no result given; & = joins results of further samples.

#	Compound	KKLEB cytotox	LMP1 NFkB inh	TWEAK Fn14 block	TROY signal inh	LRH-1 inv ag	SRC1 inh	C8 TRAIL sens	NCOA3 inh	CF NFkB block	NCOA2 inhibitor	NR2F2 inh
1	Cc1nn(C)cc1CN(C)C(=O)c1sc2cccc(Cl)c2c1Cl	-0.1	9.4	41.2	.	17.5	-6.8	-15.0	1.8	18.5	4.5	8.3
2	Cc1cccc2nc(CSCc3ccco3)cn12	-5.0	-3.6	8.3	9.8	-94.5	-80.3	0.9	-67.6	4.1	-46.1	-30.3
3	Cc1ccc2nc(NC(=O)COC(=O)c3ccc(Br)o3)sc2c1	12.1	-1.0	5.2	-29.9	-42.9	-45.0	-3.3	-65.8	-6.5	-34.2	-9.7
4	O=C(CSc1nc2c(c(C(F)(F)F)n1)CCc1ccccc1-2)NCc1ccccc1	-1.6	-4.9	16.9	27.8	9.6	-8.5	-5.3	-1.2	3.2	-2.0	2.4
5	CN(C)Cc1c(C(=O)Nc2ccccc2)[nH]c2ccccc12	15.8	-5.9	-9.3	-50.6	-40.8	-28.7	0.0	0.6	-3.5	-97.7	-42.4
6	Cc1cc(NC(=O)CSc2nc(-c3cccs3)nc3ccccc23)no1	-6.1	22.0	-30.6	20.4	8.9	-12.2	23.3	9.7	15.5	14.3	-10.7
7	Cc1nc2sc(C(c3ccc(Cl)cc3)N3CCN(c4ccccc4F)CC3)c(O)n2n1 (stereo not drawn)	8.1	2.5	0.8	16.5	3.7	7.4	10.5	-10.4	-12.6	10.7	19.6
8	Cc1cc(C)c2c(-n3cccc3)c(C(=O)NNS(=O)(=O)c3ccc(F)cc3)sc2n1	-3.9	-5.1	1.2	7.4	-8.1	-8.8	-12.3	14.6	6.1	8.8	-2.4
9	Cc1cc(-n2c(=S)sc3c(=O)n(-c4ccc(F)cc4)c(SCC(=O)O)nc32)ccc1Cl	1.7	-0.7	10.0	12.7	0.4	9.4	1.7	-5.8	11.4	14.1	9.4
10	O=C(O)COc1ccccc1/C=C1\SC(=Nc2ccc(F)cc2)N(c2ccc(F)cc2)C1=O	13.0	-1.1	13.5	40.7	2.0	-22.4	-2.7	14.9	-0.2	10.6	8.2
11	Cc1cc2ncc(C(=O)N=CN(C)C)cn2n1	-11.9	-21.4	-20.3	0.3	3.8	-8.1	-0.1	5.0	-8.8	-10.4	4.0
12	CC(=O)c1ccc(S(=O)c2ccccc2)cc1 (stereo not drawn)	9.6	-2.3	0.2	2.9	-3.8	6.1	11.2	7.6	1.1	-12.9	10.5
13	COc1ccc(/C=C2\SC(=O)N=C2N)cc1OC	6.5	9.1	21.9	18.1	-6.0	-38.6	-0.5	0.8	7.8	-42.1	-22.4
14	Cc1cc(-n2c(SCCC#N)nnc2-c2cccnc2)ccc1Cl	-10.2	-6.3	-11.8	-14.3	-5.7	-64.7	-14.9	9.9	4.4	-10.6	-2.9
15	Cc1ccc(CN2CC(C(=O)N3CC=C(c4ccccc4)CC3)CC2=O)cc1 (stereo not drawn)	3.4	-6.8	14.3	4.1	-4.7	-22.3	9.3	0.7	-10.0	16.1	0.6
16	CCN(CC)CC1(O)CCN(C(=O)c2ccc(Cl)c(Cl)c2)CC1	2.1	1.6	-3.3	15.9	-7.7	-21.5	-1.0	2.8	12.8	-6.5	3.5
17	COc1ccc2nc(-c3ccccc3)cc(C(=O)OCC(=O)NC3CC3)c2c1	-0.1	-3.4	-8.3	-8.2	5.0	-6.3	-10.1	8.7	-8.9	-10.8	5.9
18	CCn1c(SCC(=O)N2CCCCC2C)nnc1-c1ccc(S(=O)(=O)N2CCN(C)CC2)cc1 (stereo not drawn)	5.2	1.1	-23.2	6.9	10.9	8.0	-10.2	1.6	-11.1	-0.6	11.5
19	COc1ccc(N2C(=O)C(CC(N)=O)N(NC(=O)c3cccc(OC)c3)C2=S)cc1 (stereo not drawn)	15.1	-8.0	-3.0	-19.0	-2.4	-8.3	-4.7	-3.3	-7.4	-5.2	-25.4
20	CCCCNC(=O)c1ccccc1SCc1c(C)noc1C	-1.0	-0.7	-5.3	-46.1	9.6	8.0	-5.0	13.9	13.4	-11.4	-4.9
21	CC(NC(=O)C1CC12CCC2)c1ccccc1 (stereo not drawn)	-1.9	0.6	3.0	-17.0	-5.5	-29.5	-4.6	-2.7	-0.9	-23.3	-10.7
22	CCN(CC)S(=O)(=O)c1cccc(-c2nnc(-c3ccc(C)cc3)o2)c1	-9.8	2.9	-20.8	-9.8	-8.2	-0.2	0.8	6.1	-8.5	5.7	-5.2
23	CC(=O)Nc1ccc(NC(=O)CSc2nnc(NC(=O)c3ccco3)s2)cc1	-32.5	0.8	2.4	-2.7	33.8	4.7	8.6	-0.3	-0.7	-7.4	1.3
24	COCCN(C(=O)CSc1ncc(C(F)(F)F)cc1Cl)c1c(N)n(Cc2ccccc2)c(=O)[nH]c1=O	-0.9	3.3	5.0	-1.2	-14.4	-5.3	1.1	12.7	1.4	-4.8	2.3
25	COc1cc(/C=C/C(=O)O)cc(S(=O)(=O)NC2CC2)c1OC	10.5	5.0	-1.8	-8.1	14.2	0.8	-13.5	11.4	-12.0	-0.1	10.2
26	ClC(CCN1CCN(Cc2ccccc2)CC1)c1ccccc1 (stereo not drawn)	-3.9	0.5	14.8	9.8	12.9	-4.9	-7.9	14.4	0.5	-53.6	10.9
27	CN(C)CCCN(C(=O)COc1ccc(Cl)cc1)c1nc2c(F)cccc2s1	1.0	-6.6	16.4	-1.0	7.0	-0.9	14.9	14.0	3.5	2.5	1.5
28	CCN(CC)CCCNC(=O)Cn1cnc2sc(C)c(S(=O)(=O)N3CCN(c4ncccn4)CC3)c2c1=O	-11.6	1.3	-10.8	-12.1	-36.5	-79.3	-1.7	-37.4	-19.1	-64.2	6.6
29	O=C(COC(=O)c1cncc(Br)c1)Nc1ccc(S(=O)(=O)N2CCOCC2)cc1	-5.3	1.1	13.9	6.7	11.9	10.2	-20.1	10.8	21.7	-21.5	-0.8
30	COc1ccc(N(CC(=O)N2CCc3ccccc3C2)S(C)(=O)=O)cc1OC	9.4	12.7	9.6	1.1	-10.9	1.7	-24.0	21.1	-1.1	-11.7	-5.6
31	OCC1OC(n2cnc3c(NC4CCCC4)ncnc32)C(O)C1O (stereo not drawn)	12.0	18.8	-41.1	13.3	-4.8	-43.1	10.4	-44.8	-1.3	-36.3	-57.7
32	C=CCNCCCCOc1ccc(C)cc1[N+](=O)[O-]	9.7	-11.2	-1.6	-9.0	-4.1	6.8	-15.4	5.0	-1.9	-13.0	-17.7
33	O=C(NC1CCCCC1)NC12CC3CC(CC(C3)C1)C2	1.7	3.7	-8.5	-43.7	1.9	8.0	-3.2	-9.3	1.0	-4.5	-9.0
34	O=C(CCc1ccccc1)OCC(=O)c1ccc(Br)cc1	12.6	1.8	-6.4	-10.0	0.8	-6.0	-2.5	13.8	-3.7	-13.2	17.7
35	CCOC(=O)C1CCN(Cc2cnc(Oc3ccc(N)cc3)s2)CC1	3.3	-5.6	-1.4	-21.6	-6.7	-11.0	-10.9	-0.1	-6.1	-12.2	-7.3
36	CCCn1c(SCC(=O)Nc2ccccc2Cl)n[nH]c1=O	-3.3	-2.5	-7.3	8.7	0.0	-19.1	17.3	12.8	9.6	-8.9	7.6
37	Cc1nnc(SCC(=O)NCc2cccs2)[nH]c1=O	-5.0	2.7	6.5	-5.2	5.7	-3.0	23.8	3.3	-5.9	6.2	-1.1
38	O=C(NC(=O)N1CCCCC1)c1ccc(Cl)cc1	9.5	1.2	0.8	16.4	-9.2	5.3	0.9	-8.2	-14.6	-21.8	10.6
39	COc1ccc(N(CC(=O)Nc2ccccc2SC)S(C)(=O)=O)cc1OC	8.9	2.1	-1.2	9.3	8.0	9.4	-9.4	4.6	-16.6	3.9	27.2
40	Nc1ncnc2c1ncn2-c1ccccc1Cl	8.9	-6.9	-5.5	14.8	9.3	6.4	4.1	-4.3	0.1	-16.8	8.7
41	Cc1nc(Nc2ccccc2)[nH]c(=O)c1CCC(C)C	17.4	5.7	-1.9	-8.9	-8.1	0.3	14.4	12.8	-11.3	5.0	-1.6
42	COC(=O)c1ccc(NC(=S)NC(=O)c2c(Cl)cnn2C)cc1	13.1	1.6	-15.6	-53.6	-1.0	-5.3	-5.0	16.1	1.6	7.3	-7.7
43	CN(Cc1ccccc1)C(=O)CSc1nc2ccccc2[nH]1	-13.7	-18.1	-12.6	-2.0	-37.6	-27.3	6.3	-64.2	12.4	-39.2	-39.1
44	C[C@@]12CCC=C[C@H]1[C@H](c1ccc3ccccc3c1)N(Cc1ccccc1)C2=O	-24.7	6.7	12.3	24.6	-4.0	-11.1	7.4	-7.9	45.4	6.9	4.0
45	CCC/C(=N\NC(=O)c1ccc(CSc2nncn2C)cc1)c1ccccc1	4.5	8.1	-12.0	1.4	-2.3	10.4	-16.4	0.1	-2.8	-34.0	-6.5

Quoted at random: three compounds from above
#	Compound	KKLEB cytotox	LMP1 NFkB inh	TWEAK Fn14 block	TROY signal inh	LRH-1 inv ag	SRC1 inh	C8 TRAIL sens	NCOA3 inh	CF NFkB block	NCOA2 inhibitor	NR2F2 inh
32	C=CCNCCCCOc1ccc(C)cc1[N+](=O)[O-]	9.7	-11.2	-1.6	-9.0	-4.1	6.8	-15.4	5.0	-1.9	-13.0	-17.7
23	CC(=O)Nc1ccc(NC(=O)CSc2nnc(NC(=O)c3ccco3)s2)cc1	-32.5	0.8	2.4	-2.7	33.8	4.7	8.6	-0.3	-0.7	-7.4	1.3
31	OCC1OC(n2cnc3c(NC4CCCC4)ncnc32)C(O)C1O (stereo not drawn)	12.0	18.8	-41.1	13.3	-4.8	-43.1	10.4	-44.8	-1.3	-36.3	-57.7

Later entries
#	Compound	KKLEB cytotox	LMP1 NFkB inh	TWEAK Fn14 block	TROY signal inh	LRH-1 inv ag	SRC1 inh	C8 TRAIL sens	NCOA3 inh	CF NFkB block	NCOA2 inhibitor	NR2F2 inh
46	O=C(Cn1ncc2c1-c1ccccc1OC2)N1CCN(Cc2ccccc2)CC1	-4.4	-7.6	16.6	23.9	2.3	9.0	-3.1	15.5	6.3	0.2	15.9
47	Cc1nc(CCNC(=O)CC2C(=O)NCCN2Cc2ccoc2)nc2c1CCCC2 (stereo not drawn)	2.8	3.6	-0.2	1.2	9.3	-7.6	-5.0	8.3	11.9	11.6	0.1
48	COc1ccc(CNCCC(c2ccc(F)cc2)c2ccc(OC(C)C)cc2)cc1OC (stereo not drawn)	-0.6	7.1	-15.2	1.6	5.2	-0.1	17.4	2.0	8.6	14.0	-6.8
49	OCC(CO)c1cnnc2ccccc12	-3.7	-1.9	-26.2	3.3	-35.0	-12.2	-17.7	2.8	6.3	25.6	17.0
50	CCCCN(C(=O)CSc1nc(CCC)cc(=O)[nH]1)c1c(N)n(Cc2ccccc2)c(=O)[nH]c1=O	8.5	7.4	-18.4	4.7	0.1	-4.5	-1.1	-1.1	4.0	-31.5	-1.5
51	COc1ccccc1N1CCN(CCN(C(=O)C2CCCCC2)c2ccccn2)CC1	-4.5&-2.1	-3.3&-8.8	-0.1&1.8	-5.2&2.0	2.4&17.7	8.8&-0.2	15.4&-10.9	-12.0&15.6	20.5&-3.0	0.9&-3.0	-40.0&5.4
52	O=C(CSc1nc(-c2ccc(F)cc2)cc(C(F)(F)F)n1)NCc1cccs1	8.9	-2.0	-4.1	-8.7	2.1	-8.8	-6.9	11.6	-2.7	6.1	-0.1
